Alkaline phosphatase: inhibition of tissue-nonspecific alkaline phosphatase – biochemical, luminescent (AID 518) | purified TNAP enzyme, luminescent substrate readout; higher % means a stronger effect | inhibition, % at 20 µM; hits with a dose series show IC50 in µM | 64,000 compounds, 0.09% hits; in the data active means a potency from the dose series; inactive means the rest, 99 in 100 with inhibition below about 22%;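 further: plate controls were vehicle for no effect and reference inhibitor for full effect; many of its hits are not listed in these tables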
Bfl-1 displacement: displacement of Bid BH3 peptide from Bfl-1 – biochemical, fluorescence polarization, FITC-Bid, mouse, primary screen (AID 432). 64,000 compounds, 0.02% hits. FITC-Bid BH3 peptide fluorescence polarization displacement; higher % means a stronger effect. one-dose displacement, % at 20 µM; IC50 in µM for titrated hits; in the data active means a potency from the dose series; inactive means the rest, 99 in 100 with displacement below about 15%; further: strong numbers were not always called active
Spn DPM-DC inh: blocks S. pneumoniae diphosphomevalonate decarboxylase | purified DPM-DC, PK/LDH coupled NADH fluorescence | calls only at 10 µM | 65,000 compounds, 0.49% hits;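 active means the 320 compounds with the highest percent inhibition in the single-dose primary screen, excluding strongly autofluorescent ones, cut at about 32% in these data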;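 further: kinetic rate of NADH fluorescence loss reporting ADP formed by the decarboxylase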
HPDE-C7 cytotoxicity: HPDE-C7 pancreatic duct cell viability loss – fluorescence, HTS (AID 430); HPDE-C7 pancreatic duct cells viability, fluorescence; higher % means a stronger effect; cytotoxicity, % at 10 µM; hits with a dose series show EC50 in µM; 63,000 compounds, 1.8% hits;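 further: cells exposed to compound for 48 hours before viability readout; 0% = vehicle and 100% = reference cytotoxic drug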
HT1080 cytotoxicity: HT1080 cell viability loss – fluorescence readout (AID 620). HT1080 viability, fluorescence; higher % means a stronger effect. 87,000 compounds, 0.42% hits. cytotoxicity, % at 10 µM; hits with a dose series show EC50 in µM;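 further: cells exposed to compound overnight then 4 h with Alamar Blue; 0% = vehicle DMSO and 100% = killing control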
Spn MK inh: S. pneumoniae mevalonate kinase inhibition; 65,000 compounds, 0.48% hits; purified MK, PK/LDH-coupled NADH absorbance 340 nm; inhibition, % at 10 µM;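 active means ranked among the strongest by inhibition in the single 10 µM screen, a fixed top-ranked set picked for dose follow-up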; further: no value below 0 was filed
Spn PMK inh: S. pneumoniae PMK inhibition. purified PMK, PK/LDH-coupled NADH absorbance 340 nm. inhibition, % at 10 µM. 65,000 compounds, 0.49% hits. AID 539;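 active means top-ranked compounds by inhibition in the single 10 µM screen, taking a fixed number of the strongest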;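 further: 0% = full reaction with DMSO carrier and 100% = background rate without enzyme reaction; no value below 0 was filed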
KRASV12 cytotoxicity: cytotoxicity in KRAS-transformed pancreatic duct cells, primary screen, cell-based, fluorescence, HTS (AID 431); HPDE-C7K KRASV12 cells, Alamar Blue viability, 48 h; higher % means a stronger effect; cytotoxicity, % at 10 µM, or EC50 in µM where a hit was titrated; 63,000 compounds, 1.7% hits;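 active means compounds whose percent cytotoxicity in the single-dose primary screen, scaled between solvent and toxic-drug controls, exceeds 50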;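 further: 0% = DMSO solvent wells and 100% = doxorubicin-treated wells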
LYP inhibition: LYP phosphatase inhibitors, primary screen, biochemical, DiFMUP fluorescence, recombinant catalytic domain, 10 µM (AID 606); 52,000 tested, under 10 active; recombinant LYP catalytic domain, DiFMUP fluorescence; higher % means a stronger effect; inhibition, % at 10 µM, or IC50 in µM where a hit was titrated;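 active means IC50 under 40 µM in the dose-response test; inactive means IC50 of 40 µM or more, or never dose-tested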
Spn PMK inh pilot replicates: recorded beside Spn PMK inh, whose call it bears; inhibition, %; measured here: pilot screen replicates
Spn MK inh pilot replicates: further read-out of Spn MK inh, marked with its call; inhibition, %; measured here: pilot screen replicates
Spn DPM-DC inh pilot screen %: second read-out of Spn DPM-DC inh, no call of its own (marks repeat the call); inhibition, %; measured here: pilot screen trials
Active calls of the source: *; i = inactive; / = no result given. Unless noted, no stated cut-off is given here; in the data, active means cytotoxicity above about 50%; inactive means the rest. An excerpt; the hit share may differ from the screen's.

SMILES	Alkaline phosphatase	Bfl-1 displacement	Spn DPM-DC inh	HPDE-C7 cytotoxicity	HT1080 cytotoxicity	Spn MK inh	Spn PMK inh	KRASV12 cytotoxicity	LYP inhibition	others
CN1CCC(N2CC3CC(C2)c2cccc(=O)n2C3)CC1 (stereo not drawn)	12%	0%	i	-6%	-1%	7	5	-6%	0%
COC(=O)c1ccc(COc2cc(C)cc3oc(=O)c4c(c23)CCCC4)o1	8%	-4%	i	14%	2%	2	5	4%	1%
O=C1CC(c2ccccc2)CC(O)=C1C=NCCN1CCN(C(=O)Cc2ccccc2)CC1 (stereo not drawn)	-3%	10%	i	-17%	3%	3	0	-18%	6%	Spn PMK inh pilot replicates=0.0;Spn MK inh pilot replicates=1.0;Spn DPM-DC inh pilot screen %=1.0
CC(C)Oc1ccc(Cc2c(O)[nH]c(=O)[nH]c2=O)cc1	9%	2%	i	/	-3%	5	10	/	0%
CS(=O)(=O)N1CCCC(C(=O)N2CCC3(CC2)OCCO3)C1 (stereo not drawn)	6%	-7%	i	-24%	-13%	0	23	-20%	/
CC(=O)Nc1ccccc1OP1(=O)COc2ccccc2OC1	6%	-1%	i	-19%	4%	9	13	-14%	3%
CCC1(c2ccccc2)C(=O)N(COC)C(=O)N(COC)C1=O	4%	-6%	i	9%	-2%	6	0	9%	/
Cc1nnc2ccc(N3CCN(C)CC3)nn12	6%	-4%	i	0%	-2%	8	13	11%	10%
CCC1CCCCN1P(=O)(c1ccc(C)o1)C(C)(C)C (stereo not drawn)	1%	-8%	i	-2%	-7%	9	6	-10%	/
Cc1cc(S(=O)(=O)NCc2ccccc2)ccc1OCC(=O)N1CCN(C)CC1	2%	-7%	i	0%	3%	7	5	-4%	5%
Cc1cc2c(C(F)(F)F)cc(=O)oc2c2c1NCCC2	-3%	44%	i	3%	/	0	26*	11%	/
COC(=O)c1cc2c(s1)=NC=NP=2(N1CCOCC1)N1CCOCC1	16%	-5%	i	-14%	8%	6	8	4%	13%
CN(C)P1(N(C)C)=Nc2c(c(N)nn2C)C(c2ccccc2)=N1	6%	-10%	i	-15%	-1%	6	0	3%	/
CCC(=NCCCN(CC)CC)c1c(O)n(-c2ccccc2)c(=O)[nH]c1=O	6%	-6%	i	8%	-15%	3	0	10%	6%
COC(=O)C1C2c3ccccc3OC1(C)N=c1s/c(=C/c3cn(C)nc3C)c(=O)n12 (stereo not drawn)	7%	6%	i	-2%	-2%	4	10	-4%	8%
c1ccc2c3c([nH]c2c1)CNCC3	7%	-2%	i	-5%	-8%	8	8	5%	7%	Spn PMK inh pilot replicates=3.5;Spn MK inh pilot replicates=0.0;Spn DPM-DC inh pilot screen %=0.0
COC(=O)CC1NC2CCCCC2NC1=O (stereo not drawn)	10%	-2%	i	-6%	3%	5	6	-9%	1%
CCOC(=O)c1c(C)c(C(=O)N2CCC3(CC2)OCCO3)c(C)n1CC	6%	1%	i	-22%	-8%	6	12	-12%	2%
CC1SC2(CN3CCC2CC3)NC1=O (stereo not drawn)	6%	2%	i	-24%	13%	7	1	-32%	7%
CCCCCCOC(=O)c1ccccc1N	9%	0%	/	-18%	-6%	4	4	-16%	-4%
CCC(=NCc1ccc2c(c1)OCO2)c1c(O)n(C)c(=O)n(C)c1=O	14%	-14%	i	43%	-1%	5	13	13%	/
CCOC(=O)CC1=C(C(=O)OCC)C2(C(=O)N1)C(C(=O)OC)=C(N)Oc1ccccc12 (stereo not drawn)	6%	0%	i	-9%	-29%	12	0	-18%	-9%
O=C(Cn1cc(C(=O)c2ccccc2)c2ccccc21)NCc1ccco1	14%	-1%	i	13%	29%	8	0	19%	/	Spn PMK inh pilot replicates=0.0;Spn MK inh pilot replicates=2.5;Spn DPM-DC inh pilot screen %=1.5
Cc1nc2cc(-c3cccc(F)c3)nn2c(C)c1CCC(=O)N1CCC2(CC1)OCCO2	9%	-7%	i	4%	-1%	6	7	-2%	-10%
CCN1CCN(Cc2cc(Br)cc(OC)c2O)CC1	10%	-4%	i	-13%	0%	7	0	0%	14%	Spn PMK inh pilot replicates=0.0;Spn MK inh pilot replicates=3.5;Spn DPM-DC inh pilot screen %=3.0
CCCN1CCC2(CC1)NC(CO)(CO)CO2	1%	-6%	i	6%	17%	0	18	-2%	3%
CCCCn1c(O)c(C=NC2CC3CCC2(C)C3(C)C)c(=O)[nH]c1=O (stereo not drawn)	11%	-13%	i	-4%	-2%	8	2	5%	0%
CN1CCN(Cc2ccccc2C(F)(F)F)CC1	10%	2%	i	-11%	-3%	6	7	-12%	/
CCCCn1c(O)c(C(C)=NC(C)c2ccccc2)c(=O)[nH]c1=O (stereo not drawn)	7%	-7%	i	13%	7%	5	13	23%	-11%
C=CCn1c(O)c(C(CC)=NCc2cc(OC)cc(OC)c2)c(=O)[nH]c1=O	5%	-2%	i	7%	14%	2	10	13%	7%
COc1ccc(-n2c(C)nc3cc(C(=O)N4CCC5(CC4)OCCO5)ccc32)cc1	/	/	i	/	12%	0	15	/	/
O=C1NC(=O)C2(Cc3ccccc3N3CCCC32)C(=O)N1Cc1ccccc1 (stereo not drawn)	14%	8%	i	-16%	-4%	12	11	-2%	-5%
Cc1ccc(CN2CCN(C)CC2)c(C)c1	4%	2%	i	-8%	3%	4	0	14%	13%
CCCC(=O)OCC[N+](C)(C)C	8%	0%	i	11%	-3%	7	4	-12%	13%	Spn PMK inh pilot replicates=2.0;Spn MK inh pilot replicates=0.0;Spn DPM-DC inh pilot screen %=0.0
CCOC(=O)CCN=Cc1c(O)n(-c2ccc(Br)cc2)c(=O)[nH]c1=O	1%	-7%	i	2%	-10%	7	5	-6%	/
CN(C)CCOC(=O)c1cn(Cc2ccccc2)c2ccccc12	12%	-5%	i	18%	0%	0	8	23%	2%
CCN1CCN(C(=O)Cc2coc3cc(C)cc(C)c23)CC1	-1%	-4%	i	6%	10%	5	7	17%	-6%
CCOC(=O)c1c(C)c(P(=S)(N2CCOCC2)N2CCOCC2)n(C)c1C	10%	-9%	i	-6%	1%	10	7	-10%	7%
COC(=O)C1=C(N)OC(C)=C(C(C)=O)C12C(=O)N(C)c1ccccc12 (stereo not drawn)	12%	1%	i	-27%	-57%	8	13	-44%	-3%
Cn1cc(CCC(=O)N2CCC3(CC2)OCCO3)c2ccccc21	2%	6%	i	3%	7%	3	21	-2%	13%

The closing 2 records of the section before are carried over, then new ones follow:
SMILES	Alkaline phosphatase	Bfl-1 displacement	Spn DPM-DC inh	HPDE-C7 cytotoxicity	HT1080 cytotoxicity	Spn MK inh	Spn PMK inh	KRASV12 cytotoxicity	LYP inhibition	others
COC(=O)C1=C(N)OC(C)=C(C(C)=O)C12C(=O)N(C)c1ccccc12 (stereo not drawn)	12%	1%	i	-27%	-57%	8	13	-44%	-3%
Cn1cc(CCC(=O)N2CCC3(CC2)OCCO3)c2ccccc21	2%	6%	i	3%	7%	3	21	-2%	13%
CCOc1ccc(-n2c(O)c(C=Nc3ccc(N(CC)CC)cc3)c(=O)[nH]c2=O)cc1	12%	12%	i	2%	2%	1	0	-2%	10%
CCOC(=O)c1ccc(NC(=O)c2c(O)[nH]c(=O)[nH]c2=O)cc1	8%	90%	i	1%	1%	2	0	5%	10%
CCC(=O)Nc1cc(C(=O)N2CCC3(CC2)OCCO3)ccc1S(=O)(=O)c1ccc(C)cc1	/	/	i	/	-10%	4	11	/	/
CCOC(=O)C1(c2ccccc2)CCN(Cc2cccc(C(=O)O)c2)CC1	11%	-3%	i	-27%	-8%	2	6	-25%	13%
c1ccc(C(OCCN2CCNCC2)c2ccccc2)cc1	9%	-5%	i	1%	8%	14	16	2%	-6%
COC(=O)C(O)(c1ccc(N(C)S(=O)(=O)c2ccccc2)cc1)C(F)(F)F (stereo not drawn)	4%	1%	i	-19%	-13%	3	3	-2%	13%
COC(=O)c1c(C)n(Cc2ccc3c(c2)OCO3)c2ccc(O)cc12	14%	1%	i	-13%	0%	8	2	-7%	/	Spn PMK inh pilot replicates=0.0;Spn MK inh pilot replicates=0.0;Spn DPM-DC inh pilot screen %=0.0
O=C(C1CC(=O)N(c2ccc(F)c(Cl)c2)C1)N1CCC2(CC1)OCCO2 (stereo not drawn)	6%	4%	i	0%	15%	0	5	1%	8%
CCCCCCn1c(O)c(C=Nc2c(C)n(C)n(-c3ccccc3)c2=O)c(=O)[nH]c1=O	7%	-1%	i	5%	2%	4	1	10%	7%
CC1=CC(=C2C(=O)NC(=O)NC2=O)C=C(C(F)(F)F)N1C(C)C	12%	2%	i	-10%	4%	6	9	-1%	3%
C[C@@]1(CO)[C@H](O)CC[C@@]2(C)[C@H]1CC[C@H]1C[C@@H]3C[C@@]12CC[C@]3(O)CO	16%	-6%	i	82%*	29%	4	10	70%*	23%	Spn PMK inh pilot replicates=7.0;Spn MK inh pilot replicates=2.0;Spn DPM-DC inh pilot screen %=1.0
COc1ccc(CCNC(=O)c2c(N)n(CCN3CCOCC3)c3nc4ccccc4nc23)cc1	7%	-8%	/	63%*	-1%	3	9	77%*	1%	Spn PMK inh pilot replicates=0.0;Spn MK inh pilot replicates=3.0
C=CCn1c(O)c(C(CC)=Nc2cc(OC)ccc2OC)c(=O)[nH]c1=O	4%	4%	i	8%	4%	3	4	8%	-7%
O=C1CN(C(=O)CN2CCCCC2)C(c2ccccc2)c2cc(Br)ccc2N1 (stereo not drawn)	7%	-2%	i	-8%	10%	7	10	8%	6%
CCC(=O)N1CC(=O)Nc2ccc(F)cc2C1c1ccccc1 (stereo not drawn)	14%	-7%	i	13%	7%	1	4	2%	11%
COc1ccc(-c2nc(CSCC(=O)N3CCC4(CC3)OCCO4)c(C)o2)cc1OC	10%	-3%	i	-2%	-4%	0	20	4%	/
C(#CCN1CCOCC1)COCc1ccccc1	0%	-6%	i	-21%	10%	4	13	-18%	/
O=C1C2CCCN2C(c2cccc(Cl)c2)N1c1ccccn1 (stereo not drawn)	6%	-6%	i	/	-4%	4	10	/	12%
O=C(Cn1ncc2ccsc2c1=O)N1CCC2(CC1)OCCO2	1%	-10%	i	-21%	10%	3	0	-4%	-4%
Cc1cccc(OC(=O)N2CCOCC2)c1	1%	-10%	i	0%	-5%	6	5	7%	12%
CCCCC12CNCC(C)(CNC1)C2=O	14%	-5%	i	3%	2%	0	11	8%	12%
O=C(Cn1ncc2c3ccccc3n(Cc3ccc(F)cc3)c2c1=O)N1CCC2(CC1)OCCO2	16%	4%	i	12%	14%	0	16	17%	5%	Spn PMK inh pilot replicates=0.0;Spn MK inh pilot replicates=0.0;Spn DPM-DC inh pilot screen %=2.5
NC(=O)Nc1cccc(C(F)(F)F)c1	5%	1%	i	-6%	2%	6	0	-7%	12%
CCC(=Nc1ccc(OC)cc1OC)c1c(O)n(C)c(=O)n(C)c1=O	8%	-2%	i	12%	2%	1	17	11%	-6%
N=c1c[n+](CC23CC4CC(CC(C4)C2)C3)[n-]o1	11%	-9%	i	1%	3%	10	13	-9%	-12%
COC(=O)CC1=C(C(=O)OC)C2(C(=O)Nc3c(C)cccc32)C(C#N)=C(N)O1 (stereo not drawn)	13%	-6%	i	-27%	-40%	7	11	-42%	-8%

High-throughput results: PubChem, several laboratories
